Screening results deposited in PubChem by several laboratories.
FAS-TE inh: FAS thioesterase domain inhibitors, primary screen, biochemical, fluorescence intensity, uHTS; recombinant FAS-TE, OMFH fluorogenic substrate, fluorescence endpoint; inhibition, % at 15 µM; actives 0.67% (n = 360,000); AID 602261, 2012;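 active means compounds whose normalised, plate-corrected inhibition of enzyme fluorescence in the single-dose primary screen is 50% or more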;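 further: 0% = DMSO with enzyme and 100% = substrate without enzyme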
Neddylation inh: inhibitors of cullin neddylation, primary screen, biochemical, TR-FRET, uHTS, NAE and Ubc12; NEDD8-conjugating enzyme Ubc12 (Homo sapiens) + NEDD8-activating enzyme E1 regulatory …; calls only at 25 µM; actives 0.58% (n = 360,000); in the data active means inhibition above about 36%
Target sequence (P61081 whole entry, looked up): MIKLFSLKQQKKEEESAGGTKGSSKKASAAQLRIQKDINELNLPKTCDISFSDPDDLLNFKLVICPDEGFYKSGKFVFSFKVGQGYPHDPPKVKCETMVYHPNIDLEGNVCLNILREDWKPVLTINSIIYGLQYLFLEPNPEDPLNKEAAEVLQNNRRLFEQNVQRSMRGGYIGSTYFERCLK
Target sequence (Q13564 whole entry, looked up): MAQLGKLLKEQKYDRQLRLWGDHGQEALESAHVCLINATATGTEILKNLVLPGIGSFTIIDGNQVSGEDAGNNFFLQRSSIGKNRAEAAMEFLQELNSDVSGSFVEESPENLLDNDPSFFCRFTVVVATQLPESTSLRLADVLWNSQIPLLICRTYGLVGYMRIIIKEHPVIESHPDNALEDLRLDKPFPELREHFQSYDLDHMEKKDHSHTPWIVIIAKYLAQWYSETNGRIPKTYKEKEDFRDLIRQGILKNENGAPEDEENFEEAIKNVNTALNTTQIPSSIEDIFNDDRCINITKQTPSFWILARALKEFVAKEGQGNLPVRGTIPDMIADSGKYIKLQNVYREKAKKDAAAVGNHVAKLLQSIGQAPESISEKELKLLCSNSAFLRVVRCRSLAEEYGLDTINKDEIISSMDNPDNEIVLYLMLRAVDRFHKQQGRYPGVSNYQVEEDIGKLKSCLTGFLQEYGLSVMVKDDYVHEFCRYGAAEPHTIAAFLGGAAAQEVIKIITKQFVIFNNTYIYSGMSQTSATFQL
SKN-1 block: suppressors of acrylamide-induced Pgst-4::GFP reporter in worms, primary screen, SKN-1 inhibitor project, whole organism, uHTS, GFP/RFP fluorescence ratio, strain VP596; actives 0.49% (n = 360,000); inhibition, % at 21.8 µM; C. elegans VP596 Pgst-4::GFP/RFP ratio, 24 h; AID 624304, 2012;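 active means interference check ratio from 0.5 to 1.5 plus GFP to RFP signal ratio inhibition reaching or exceeding a fixed threshold, cut at about 30% in these data, passing the limit was not always enough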; further: some compounds called inactive have numbers as strong as hits
MsrA act: bovine MsrA enzyme activators, primary screen, biochemical, absorbance, HTS; Methionine sulfoxide reductase A (Bos taurus); purified bovine MsrA, absorbance read-out; actives 0.3% (n = 360,000); AID 602163, 2012; activation, % at 10.6 µM; in the data active means activation above about 7.5%;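 further: 0% = vehicle and 100% = reference activator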
MsrA inhibitor: bovine MsrA enzyme inhibitors, primary screen, biochemical, absorbance, HTS; inhibition, % at 15.5 µM; actives 0.75% (n = 360,000); AID 651718, 2012; Methionine sulfoxide reductase A (Bos taurus); purified bovine MsrA, absorbance read-out; in the data active means inhibition above about 4.5%;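 further: 0% = vehicle wells with enzyme and 100% = reference inhibitor wells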
NRP1-CendR mod: modulators of CendR peptide binding to NRP-1, primary screen, biochemical, fluorescence polarization, uHTS; FAM-RPARPAR peptide binding to NRP-1; actives 0.85% (n = 360,000); inhibition, % at 25 µM;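 active means inhibition or corrected inhibition above about 18%, plus a signal ratio from 0.5 to 1.5, limit read from the data, passing the limit was not always enough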; further: strong numbers were not always called active
E coli Lon inh: inhibitors of E. coli Lon protease, primary screen, biochemical, fluorescence polarization | actives 0.42% (n = 360,000) | AID 602123, 2011 | purified E. coli Lon protease | P0A9M0 | inhibition, % at 7.94 µM; in the data active means inhibition above about 13%, passing the limit was not always enough;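 further: 0% = enzyme with probe and DMSO and 100% = no enzyme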
MT1-MMP act inh: blockers of MT1-MMP proenzyme processing, primary screen, HT1080 RFP-PRO-GFP cells, GFP/RFP fluorescence; Matrix metalloproteinase-14 (Homo sapiens), P50281; GFP/RFP ratio fluorescence, overnight; percent of plate control window, DMSO zero; GFP/RFP ratio change, % at 20 µM; actives 0.061% (n = 360,000); AID 651647, 2012;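 active means GFP/RFP ratio change of at least 30% with cell ATP level not reduced by more than half and red fluorescence within 50% of control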; further: strong numbers were not always called active
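Assay system: RFP-PRO-GFP reporter HT1080 cells; read-out basis: GFP/RFP fluorescence ratio; benchmarks: DMSO wells and RFP-L50D-GFP cells; doses: 20 µM single dose, 1% DMSO; schedule: overnight cell settling, then overnight compound exposure, 37 °C, 5% CO2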
Rin1 Abl inh: inhibitors of Rin1-Abl protein binding, primary screen, biochemical, TR-FRET. AID 588664, 2011. inhibition, % at 7.35 µM. Tyrosine-protein kinase ABL1 (Homo sapiens) + Ras and Rab interactor 1 (Homo sapiens), …. actives 0.4% (n = 360,000); in the data active means inhibition above about 5%, passing the limit was not always enough
Active calls of the source: *; i = inactive; x = no result given.

Preview:
SMILES	FAS-TE inh	Neddylation inh	SKN-1 block	MsrA act	MsrA inhibitor	NRP1-CendR mod	E coli Lon inh	MT1-MMP act inh	Rin1 Abl inh
COc1ccc(-c2nc(SCc3ccc(C#N)cc3)[nH]c(=O)c2C#N)cc1	-16	i	22	-3	1.0	-16	-4	-2	-1
COc1ccc(CCNc2nc3c(c(=O)n(C)c(=O)n3C)n2C)cc1OC	-4	i	13	-5	0.1	-4	-3	-2	-4
Cn1c(CSc2ccccc2)c(C#N)c2ccccc21	32	i	7	1	-0.6	-2	11	-4	1
CNC(=O)C1CC(=O)N(Cc2ccc(OC)c(OC)c2)C(=Nc2ccc(OC)cc2)S1 (stereo not drawn)	-2	i	-7	5	-0.4	14	-11	5	-1
O=C(NC(=S)Nc1ccc(NC(=O)c2ccccc2)cc1)c1ccc(F)cc1	2	i	3	-3	-0.7	-2	-4	8	2

All compounds of this part, from the start:
SMILES	FAS-TE inh	Neddylation inh	SKN-1 block	MsrA act	MsrA inhibitor	NRP1-CendR mod	E coli Lon inh	MT1-MMP act inh	Rin1 Abl inh
COc1ccc(-c2nc(SCc3ccc(C#N)cc3)[nH]c(=O)c2C#N)cc1	-16	i	22	-3	1.0	-16	-4	-2	-1
COc1ccc(CCNc2nc3c(c(=O)n(C)c(=O)n3C)n2C)cc1OC	-4	i	13	-5	0.1	-4	-3	-2	-4
Cn1c(CSc2ccccc2)c(C#N)c2ccccc21	32	i	7	1	-0.6	-2	11	-4	1
CNC(=O)C1CC(=O)N(Cc2ccc(OC)c(OC)c2)C(=Nc2ccc(OC)cc2)S1 (stereo not drawn)	-2	i	-7	5	-0.4	14	-11	5	-1
O=C(NC(=S)Nc1ccc(NC(=O)c2ccccc2)cc1)c1ccc(F)cc1	2	i	3	-3	-0.7	-2	-4	8	2
Cc1c(C)n(Cc2ccccc2)c2ncnc(NCCCO)c12	-8	i	15	0	-0.2	4	-2	3	0
Cc1cc(C)cc(-c2nnc(SCC(=O)c3c(N)n(C4CC4)c(=O)[nH]c3=O)o2)c1	-11	i	7	-2	-1.9	6	-5	0	-1
O=C(O)CNC(=O)c1ccc(NC(=O)/C(=C/c2cccc([N+](=O)[O-])c2)NC(=O)c2ccco2)cc1	8	i	0	-3	0.7	-3	-2	-1	-4
Cc1cc(C)n(C(=O)c2cccc(S(=O)(=O)N3CCCCC3)c2)n1	4	i	-3	-11	1.4	-7	10	-4	0
CCc1ccccc1-n1c(SCC(=O)N2CCCC2)nnc1-c1ccccn1	-7	i	5	-6	-0.1	12	-8	4	3
CC(C)CSc1n[nH]c(=S)s1	4	i	-10	5	0.3	8	3	-1	-2
Cc1ccc(S(=O)(=O)N2CCN(CC(O)CN3CCOCC3)CC2)cc1 (stereo not drawn)	-4	i	-10	-7	-1.4	2	-6	3	3
CCOc1ccc2cc(C3CC(c4ccco4)=NN3S(=O)(=O)c3ccccc3)c(Cl)nc2c1 (stereo not drawn)	41	i	8	0	1.0	2	-9	-2	0
Cc1ccc(N2CCN(C(=O)c3cc(C(=O)c4ccccc4C)c[nH]3)CC2)c(C)c1	14	i	-6	-1	0.3	3	-4	-5	2
Cc1ccc(C)c(N2C(=O)c3ccc(C(=O)Nc4ccccn4)cc3C2=O)c1	-1	i	-4	-3	0.7	22*	-7	-1	-2
CCOC(=O)c1c(CN(C)C)n(-c2ccccc2)c2cc(Br)c(OC)cc12	6	i	-2	1	1.9	-2	8	-4	-3
O=C(CSc1nnc(C2CC2)n1-c1ccccc1)NCCN1C(=O)CSC1=O	-5	i	-6	-8	0.5	1	7	0	2
CCOc1ccc(N2C(=O)CC(NC3CCN(C(=O)c4cccs4)CC3)C2=O)cc1 (stereo not drawn)	-9	i	11	-4	-0.2	8	-12	0	1
CCNC(=S)N(Cc1cc2cc(C)c(C)cc2[nH]c1=O)C1CCCC1	-3	i	-1	-13	0.8	6	1	-14	4
O=C(CSc1nnc(NC(=O)C2CC(=O)N(c3ccc(F)cc3)C2)s1)NCC1CCCO1 (stereo not drawn)	-4	i	-8	2	1.2	5	-4	0	0
Cc1cc(C)cc(C(=O)NCC(=O)OCC(=O)Nc2cccnc2Cl)c1	-8	i	4	-6	1.9	9	-2	-4	0
Cc1ccc(NC(=O)c2cccnc2)c([N+](=O)[O-])c1	-2	i	2	-3	1.1	-4	-6	1	0
COc1ccc(CC(=O)NNS(=O)(=O)c2ccccc2[N+](=O)[O-])cc1OC	-5	i	-8	0	0.8	-1	7	0	5
COc1ccc(C(O)c2ncc(-c3cccc(OCc4ccccc4)c3)[nH]2)cc1F (stereo not drawn)	12	i	12	-1	x	9	3	4	-3
CCC/C(O)=C1\C(=O)CC(C)(C)CC1=Nc1cccc([N+](=O)[O-])c1	6	i	-19	-4	-0.1	-9	3	-3	2
CN(C)CCCCOc1cccc(Br)c1	-13	i	6	-4	-1.7	2	-6	7	0
N#Cc1c(N)c2ccccn2c1C(=O)c1ccc(Br)cc1	12	i	5	-8	1.4	8	6	-7	1
COc1ccc(C)cc1NC(=O)CNC(=O)[C@@H]1Cc2ccccc2CN1	-4	i	-12	-9	-0.6	-2	5	3	1
CCCNC(=O)CS(=O)Cc1nc(-c2ccccc2C)oc1C (stereo not drawn)	-10	i	-14	0	-0.9	-10	-2	3	-1
CN(C)c1nc(N)nc(Cn2nnc(-c3ccc(C(F)(F)F)cc3)n2)n1	2	i	-11	0	-1.0	-6	-2	4	3
S=C(Nc1ccc(N2CCOCC2)cc1)Nc1ccc2nc(-c3ccco3)c(-c3ccco3)nc2c1	-3	i	5	-16	0.8	-8	43*	-25	-2
O=C(CSc1nnc(-c2cccnc2)n1-c1ccccc1)Nc1ccc2c(c1)OCO2	-5	i	7	-3	-0.8	-1	-1	2	2
COc1ccc(-c2cn(-c3ccc(OC)cc3)c3[n+]2-c2ccccc2CC3)cc1	-12	i	0	0	-0.4	-13	2	-15	2
COc1cc(S(=O)(=O)N2CCN=C2c2ccccc2)c(OC)cc1Cl	-2	i	-3	-1	0.8	-5	-7	4	-1
O=C(CN1CCN(C(=O)c2ccco2)CC1)Nc1cc(C(F)(F)F)ccc1Cl	-7	i	17	-1	x	0	1	2	-2
CCN(CC)S(=O)(=O)c1ccc2c(c1)nc(CCC(=O)Nc1ccc(N3CCOCC3)cc1)n2C	0	i	13	-5	-0.3	-12	3	-5	-1
CCCCNC(=O)C1(C)CCCCN1C(=O)c1ccc(C)c(F)c1 (stereo not drawn)	-8	i	16	-4	-0.7	22	-7	0	-2
COc1ccc(NC(=O)c2ccc(OCc3c(C)noc3C)c(OC)c2)cn1	-5	i	-22	-7	1.1	-1	2	4	0
Cc1csc(NC(=O)CSc2nnc(C)c(=O)n2N)n1	2	i	-11	0	-1.1	-15	1	-3	5
COc1ccc(NS(=O)(=O)c2cccc(C(=O)NN=C(C)c3ccco3)c2)cc1	0	i	1	-5	0.3	-9	-7	3	2
Clc1ccccc1-c1cnc2sc(NCc3ccc4c(c3)OCO4)nn12	2	i	-19	-3	1.1	-16	-12	-3	1
CN1CCN(C(=O)CSc2nnc(COc3ccccc3)o2)CC1	-3	i	-22	-9	0.1	7	7	2	1
COc1cccc(C(c2nnnn2CCc2ccccc2)N2CCN(c3ccccc3)CC2)c1OC (stereo not drawn)	24	i	-11	1	-0.9	5	6	-30	-2
Cc1cc(C)n(CC(=O)N/N=C/c2cc([N+](=O)[O-])ccc2O)n1	20	i	3	-3	2.7	-29	9	3	-4
CCCCN(C(C)=O)C1CC(=O)N(c2ccc(OCCC)cc2)C1=O (stereo not drawn)	-2	i	4	-1	-1.1	-9	3	0	2
CCCCCCCCN1C(=O)[C@H](CC(=O)NCc2ccc(OC)c(OC)c2)C[C@@]2(C(=O)OC)CC(C)(C)CC=C12	x	i	2	x	-1.0	10	x	-9	x
Cc1cccc(CN2CCN(CC(=O)NCCCN3CCCC3=O)C2=O)c1	-2	i	-14	-10	-1.4	11	-3	3	-2
COc1cc(OC)cc(-c2c(-c3ccc(F)cc3)c3cc(-c4cnc(OC)nc4)ccc3n2C)c1	24	i	-4	0	-0.4	16	-5	-10	2
Cc1cc(C)c(C#N)c(OCC(=O)c2ccc(Br)cc2)n1	38	i	5	-3	0.1	-7	-5	14	-3
O=c1c2[nH]cnc2n(-c2ccccc2)c(=O)n1Cc1ccccc1	-2	i	5	1	1.0	-8	1	3	4
Cc1csc2c(=O)sc(NC(=O)c3ccco3)nc12	2	i	25	-5	-0.7	4	6	2	-1
C=CCn1c(COc2cccc(C)c2)nnc1SCC(=O)NC(=O)NCc1ccco1	-26	i	0	-2	0.5	-22	-9	2	3
COc1cc2c(cc1OC)C1(Nc3c-2c(-c2ccccc2)nn3-c2ccccc2)C(=O)Nc2ccccc21 (stereo not drawn)	32	x	30	-3	0.2	-14	-3	-11	1
CCCC[C@@H]1CC2=C(C(=O)OC(C)(C)O2)[C@@H](c2ccc(Cl)cc2)O1	24	i	-12	-1	-0.1	12	4	0	x
C=CC[C@@H](CC(=O)NCCO)C(=O)NCCOC(=O)[C@@H](CC=C)Cc1ccc(F)cc1	-5	i	4	-2	-1.1	-11	-7	0	-1
CCC(c1nnc(SCC(=O)NNC(=O)c2ccccc2)n1Cc1ccccc1)N(C)C (stereo not drawn)	-7	i	-16	-4	0.2	14	-15	2	4
CN(C)/C=C/C(=O)c1ccc(Cl)cc1	-1	i	-9	-11	0.9	-2	-2	0	-3
O=C(COC(=O)C1CCC(=O)N1)Nc1ccccc1OC(F)F (stereo not drawn)	-10	i	-3	4	-1.2	7	-2	0	2
CCOc1ccc(CCNS(=O)(=O)c2c(C)nc3sccn3c2=O)cc1OCC	-5	i	5	-1	1.7	-2	-13	5	0
Cc1ccc(SCc2cn3c(C)cc(C)nc3n2)cc1	0	i	-9	-1	0.0	14	-3	2	2

Going on with the list.
SMILES	FAS-TE inh	Neddylation inh	SKN-1 block	MsrA act	MsrA inhibitor	NRP1-CendR mod	E coli Lon inh	MT1-MMP act inh	Rin1 Abl inh
COC(=O)N/N=C/c1ccc(/C=N/NC(=O)OC)cc1	-2	i	18	-4	4.4	3	-8	-4	0
COCC(C)n1c(SCC(=O)N2CCOCC2)nc2ccccc2c1=O (stereo not drawn)	-6	i	-16	-7	-0.4	-2	-3	4	-1
Cc1ccc(C(=O)N/N=C\c2cc3c(cc2Br)OCO3)s1	-6	x	1	-4	2.4	-14	12	-1	2
Cn1c(=O)[nH]c(=O)c2[nH]c(CN3CCN(Cc4ccccc4)CC3)nc21	-9	i	2	-2	-0.1	-12	1	0	2
CCOc1ccc(NC(=O)C(c2ccccn2)N(C(=O)CCl)c2ccc(OCC)cc2)cc1 (stereo not drawn)	-7	i	0	-3	x	-2	2	-3	-3
COc1ccc(C2=C(C=C(C#N)C#N)C(c3ccccc3C)c3ccccc3O2)cc1OC (stereo not drawn)	69*	i	2	-2	-1.2	-7	-13	-7	3
O=c1[nH]cnc2scc(-c3ccccc3)c12	-7	i	-2	-3	-0.4	1	-7	-7	-1
CC(=O)N1Cc2cc(C(=O)NCc3cccc(F)c3)nc(-c3cccc(C4=CCCCC4)c3)c2[C@H]1CCO	12	i	0	-3	-0.1	-8	-11	-4	x
